TRPC6 inhibitor: blocks the mouse TRPC6 cation channel | B-score at 10 µM | Q61143 | HEK293-TRPC6, membrane potential dye, ACh-evoked depolarization; hits give low values | 310,000 tested, 1.1% active;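 active means B-score under library mean minus 3 SD, initial fluorescence not abnormally high, positive integrated signal ratio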;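 further: B-score derived from integrated fluorescence ratio over the kinetic read; more negative B-score means stronger inhibition of depolarization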
MrgX1 antagonist: antagonists of human MrgX1 receptor. B-score at 10 µM. MRGX1-HEK293 calcium flux, Fluo-4, BAM8-22 antagonism; hits give low values. 310,000 tested, 1.3% active. AID 588676;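 active means calcium-response B-score plate-corrected more than 3 library SD below zero, starting fluorescence within 5 deviations, no agonist response on first addition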;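 further: peak minus trough fluorescence over baseline after final BAM8-22 challenge near maximal dose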
Target sequence (Q96LB2 whole entry, looked up): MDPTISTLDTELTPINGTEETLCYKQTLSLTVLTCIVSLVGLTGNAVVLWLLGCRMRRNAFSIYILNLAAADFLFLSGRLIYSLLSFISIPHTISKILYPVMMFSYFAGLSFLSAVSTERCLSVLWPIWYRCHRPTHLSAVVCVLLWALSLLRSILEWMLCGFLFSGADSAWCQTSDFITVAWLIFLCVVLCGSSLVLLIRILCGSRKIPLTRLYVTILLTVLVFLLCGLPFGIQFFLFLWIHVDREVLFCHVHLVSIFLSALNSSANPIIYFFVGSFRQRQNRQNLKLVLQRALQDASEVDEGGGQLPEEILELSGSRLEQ
AI-2 QS mod: modulates the Vibrio harveyi AI-2 quorum sensing system | Vibrio harveyi JMH597 AI-2 luminescence/OD600 ratio, 9 h; hits give low values; strain lacks LuxN and CqsS sensors; 0 = neutral-control median | activity change, % at 7.5 µM | 300,000 tested, 0.4% active | AID 2094; in the data active means activity change below about -75%, passing the limit was not always enough;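 further: luminescence divided by OD600 gain over 9 h not by final OD600 alone; inactives centre near 13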
MrgX1 agonist: agonists of human MrgX1 receptor; 310,000 tested, 0.44% active; Q96LB2; B-score at 10 µM; MrgX1-HEK293 cells, Fluo-4 calcium fluorescence, agonist mode; hits give high values;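 active means calcium response B-score plate-corrected fluorescence ratio at least 3 library SD, with starting fluorescence B-score inside 5 SD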
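Test system: HEK293 cells stably expressing human MrgX1 receptor; amount: 15,000 cells per well; doses: compound delivered in addition one of three; times: overnight plating before 1 h dye loading; detection: Fluo-4 NW calcium-flux fluorescence, kinetic read; read-out basis: B-scored fluorescence response ratio; controls: positive and negative controls per plate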
MrgX1 allo act: human MrgX1 positive allosteric modulation, primary screen; Q96LB2; MrgX1-HEK293, Fluo-4 calcium flux, FDSS; hits give high values; B-score at 10 µM; 310,000 tested, 0.63% active; AID 588675;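 active means plate-corrected calcium response at least 3 library SD above typical, normal starting fluorescence, not activating the receptor alone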;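 further: compound read alongside a low EC10 to EC30 dose of BAM8-22 agonist; peak minus trough fluorescence over baseline measured at the second addition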
TRPC4 block: inhibitors of mouse TRPC4 channel | 300,000 tested, 0.39% active | AID 2247 | Q9QUQ5 | B-score at 10 µM | HEK293 TRPC4beta/mu-opioid, DAMGO-evoked Fluo4 calcium flux; hits give low values;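 active means B-score over 3 SD under the library average, no early fluorescence shift, positive overall ratio signal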
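System: stable TRPC4beta/mu-opioid receptor HEK293 cells; Dosing: single-point compound dosing; Measured by: Fluo4 Ca2+ flux fluorescence; Read-out basis: per-well B score of integrated baseline-normalized Fluo4 ratio.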
PolyA inh: inhibitors of polyadenylation in S. cerevisiae; S. cerevisiae SKY197-pL101 polyadenylation reporter, beta-gal luminescence; efflux-impaired pdr1/pdr3 knockout yeast; score 100 = 6 SD above DMSO; calls only at 12 µM; 300,000 tested, 0.02% active; AID 1875;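 active means lowest replicate activity score at least 50, where 100 means six control SD above control mean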;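 further: yeast exposed to compound for 9 h at 30 °C; higher score means more reporter readthrough which indicates perturbed polyadenylation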
HIF activator: HIF pathway transcriptional activation | U2OS HRE-luciferase reporter, luminescence; normalized: DMSO 0%, desferrioxamine 100% | AID 1910 | 300,000 tested, 0.32% active | activation, % at 7.5 µM (by protocol);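 active means mean activation of at least 10% of the iron chelator positive control signal, with at least half of replicates also reaching 10%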
TRPC6 activator: mouse TRPC6 channel activation; B-score at 10 µM; Q61143; AID 2550; 310,000 tested, 0.13% active; HEK293-TRPC6 membrane potential dye fluorescence; hits give high values;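 active means B-score of the integrated fluorescence ratio above library mean plus 3 SD, and starting fluorescence ratio within library mean plus 5 SD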;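 further: higher score means more depolarization so channel activation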
TRPC4 agonist: TRPC4 (mouse) channel activation. HEK293 TRPC4beta/mu-opioid, Fluo4 calcium fluorescence; hits give high values. AID 2237. 310,000 tested, 0.49% active. Q9QUQ5. B-score at 10 µM;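 active means B-score above 5 SD of library B-scores, and initial fluorescence ratio not above library mean plus 5 SD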;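 further: positive B-score marks a calcium rise read as TRPC4 activation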
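Incubation: 45 min room-temperature Fluo4 loading, 110 s read / System: HEK293 cells stably co-expressing mouse TRPC4beta and mu-opioid receptor / Signal: Fluo4 fluorescence, kinetic / Control set: buffer (low) and maximal DAMGO (high) / Measure: integrated baseline-normalised fluorescence ratio, converted to per-well B score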
TRPC4 PAM: allosterically enhances the mouse TRPC4 cation channel | Q9QUQ5 | 310,000 tested, 0.42% active | B-score at 10 µM | HEK293 TRPC4beta/mu-opioid, DAMGO EC20, Fluo-4 Ca2+ flux; hits give high values | AID 2227;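 active means B-score of calcium response area above 5 SD of library B-scores, with initial fluorescence ratio within 5 SD of library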;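 further: B-score of integrated fluorescence ratio over time as area under calcium response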
Starred values were filed as active, the others as inactive; i = inactive. Only part of the results is shown, so the mix of outcomes need not match the whole.

Short forms: A = TRPC6 inhibitor; B = MrgX1 antagonist; C = AI-2 QS mod; D = MrgX1 agonist; E = MrgX1 allo act; F = TRPC4 block; G = PolyA inh; H = HIF activator; I = TRPC6 activator; J = TRPC4 agonist; K = TRPC4 PAM
structure: CN1CCC(=C2c3ccccc3CCc3sccc32)CC1
  A = -6.65* | B = i | C = 21.2 | D = i | E = i | F = i | G = i | H = -0.3 | I = i | J = i | K = i

structure: Cc1cccc(Oc2ncnc3oc(-c4ccccc4)cc23)c1C
  A = i | B = i | C = 16.7 | D = i | E = 12.3* | F = i | G = i | H = -0.2 | I = i | J = i | K = i

structure: CCCn1ncc(CN2CCCC(C(=O)c3cccc(OC(C)C)c3)C2)c1C (stereo not drawn)
  A = -5.34* | B = i | C = 19.6 | D = i | E = i | F = i | G = i | H = 0.0 | I = i | J = i | K = i

structure: CCOC(=O)C1(CCOc2ccccc2)CCN(Cc2ccc(O)c(Cl)c2)CC1
  A = i | B = i | C = 21.6 | D = i | E = i | F = i | G = i | H = -0.2 | I = i | J = i | K = i

structure: CC(=O)[C@H]1CC[C@H]2[C@@H]3C[C@H](C)C4=CC(=O)CC[C@]4(C)[C@H]3[C@@H](O)C[C@]12C
  A = i | B = i | C = 2.8 | D = i | E = i | F = i | G = i | H = 0.0 | I = i | J = i | K = i

structure: CC(Oc1c(Cl)cccc1Cl)C1=NCCN1 (stereo not drawn)
  A = i | B = i | C = 18.6 | D = i | E = i | F = i | G = i | H = -0.1 | I = i | J = i | K = i

structure: Cc1nc2c3ccccc3nc(NNC(=O)CCC(=O)N3CCN(c4ccccc4)CC3)n2n1
  A = i | B = i | C = 9.6 | D = i | E = i | F = i | G = i | H = 0.4 | I = i | J = i | K = i

structure: Nc1ccc(C(=O)Nc2ccccc2N)cc1
  A = i | B = i | C = 17.2 | D = i | E = i | F = i | G = i | H = 23.2* | I = i | J = i | K = i

structure: CC1(C)OC2CC3C4CC(F)C5=CC(=O)C=CC5(C)C4(F)C(O)CC3(C)C2(C(=O)CO)O1 (stereo not drawn)
  A = i | B = i | C = 22.3 | D = i | E = i | F = i | G = i | H = -3.4 | I = i | J = i | K = i

structure: O=C(O)COC(=O)Cc1ccccc1Nc1c(Cl)cccc1Cl
  A = i | B = i | C = -3.4 | D = i | E = i | F = i | G = i | H = 0.0 | I = i | J = i | K = i

structure: CC(C)Cn1cnc2c1c(=O)n(C)c(=O)n2C
  A = i | B = i | C = 21.4 | D = i | E = i | F = i | G = i | H = 0.1 | I = i | J = i | K = i

structure: O=c1cc[nH]c(=O)[nH]1
  A = i | B = i | C = 11.1 | D = i | E = i | F = i | G = i | H = -0.1 | I = i | J = i | K = i

structure: NC(=O)NC(CCC(=O)O)C(=O)O (stereo not drawn)
  A = i | B = i | C = 13.8 | D = i | E = i | F = i | G = i | H = 0.2 | I = i | J = i | K = i

structure: C/C=C/C=N\NC(=O)c1ccncc1
  A = i | B = i | C = 7.3 | D = i | E = i | F = i | G = i | H = 0.2 | I = i | J = i | K = i

structure: CCOc1ccc(S(=O)(=O)N2CCCCCC2)c2ccccc12
  A = i | B = i | C = 13.5 | D = i | E = i | F = i | G = i | H = -0.7 | I = i | J = i | K = i

structure: Cc1coc2c1C(=O)C(=O)c1c-2ccc2c1CCCC2(C)C
  A = i | B = i | C = 14.8 | D = i | E = i | F = i | G = i | H = 0.4 | I = i | J = i | K = i

structure: Cc1cc(C)nc(/N=C(\N)Nc2ccc(S(N)(=O)=O)cc2)n1
  A = i | B = i | C = 11.0 | D = i | E = i | F = i | G = i | H = -0.2 | I = i | J = i | K = i

structure: CC1(C)O[C@H]2CC(=O)OCC23[C@H]2CC[C@@]4(C)[C@H](c5ccoc5)OC(=O)[C@H]5O[C@]54[C@]2(C)C(=O)C[C@@H]13 (stereo partly drawn)
  A = i | B = i | C = 18.8 | D = i | E = i | F = i | G = i | H = 0.0 | I = i | J = i | K = i

Compounds listed so far that have a furan ring, fused or not, in the order listed:
Short forms: A = TRPC6 inhibitor; B = MrgX1 antagonist; C = AI-2 QS mod; D = MrgX1 agonist; E = MrgX1 allo act; F = TRPC4 block; G = PolyA inh; H = HIF activator; I = TRPC6 activator; J = TRPC4 agonist; K = TRPC4 PAM
structure: Cc1cccc(Oc2ncnc3oc(-c4ccccc4)cc23)c1C
  A = i | B = i | C = 16.7 | D = i | E = 12.3* | F = i | G = i | H = -0.2 | I = i | J = i | K = i

structure: Cc1coc2c1C(=O)C(=O)c1c-2ccc2c1CCCC2(C)C
  A = i | B = i | C = 14.8 | D = i | E = i | F = i | G = i | H = 0.4 | I = i | J = i | K = i

structure: CC1(C)O[C@H]2CC(=O)OCC23[C@H]2CC[C@@]4(C)[C@H](c5ccoc5)OC(=O)[C@H]5O[C@]54[C@]2(C)C(=O)C[C@@H]13 (stereo partly drawn)
  A = i | B = i | C = 18.8 | D = i | E = i | F = i | G = i | H = 0.0 | I = i | J = i | K = i

2 entries from above, reformatted.
> CC1(C)O[C@H]2CC(=O)OCC23[C@H]2CC[C@@]4(C)[C@H](c5ccoc5)OC(=O)[C@H]5O[C@]54[C@]2(C)C(=O)C[C@@H]13 (stereo partly drawn)
  TRPC6 inhibitor = i
  MrgX1 antagonist = i
  AI-2 QS mod = 18.8
  MrgX1 agonist = i
  MrgX1 allo act = i
  TRPC4 block = i
  PolyA inh = i
  HIF activator = 0.0
  TRPC6 activator = i
  TRPC4 agonist = i
  TRPC4 PAM = i

> CC(C)Cn1cnc2c1c(=O)n(C)c(=O)n2C
  TRPC6 inhibitor = i
  MrgX1 antagonist = i
  AI-2 QS mod = 21.4
  MrgX1 agonist = i
  MrgX1 allo act = i
  TRPC4 block = i
  PolyA inh = i
  HIF activator = 0.1
  TRPC6 activator = i
  TRPC4 agonist = i
  TRPC4 PAM = i

For reference, part of the list above:
Short forms: A = TRPC6 inhibitor; B = MrgX1 antagonist; C = AI-2 QS mod; D = MrgX1 agonist; E = MrgX1 allo act; F = TRPC4 block; G = PolyA inh; H = HIF activator; I = TRPC6 activator; J = TRPC4 agonist; K = TRPC4 PAM
structure: CC(C)Cn1cnc2c1c(=O)n(C)c(=O)n2C
  A = i | B = i | C = 21.4 | D = i | E = i | F = i | G = i | H = 0.1 | I = i | J = i | K = i

structure: O=c1cc[nH]c(=O)[nH]1
  A = i | B = i | C = 11.1 | D = i | E = i | F = i | G = i | H = -0.1 | I = i | J = i | K = i

structure: NC(=O)NC(CCC(=O)O)C(=O)O (stereo not drawn)
  A = i | B = i | C = 13.8 | D = i | E = i | F = i | G = i | H = 0.2 | I = i | J = i | K = i

From PubChem
